# PTK2B oligo ant = Pyk2 (human) oligomerization antagonism; AID 1347419; Q14289; actives 0.83% (n = 99,000); Q293 cells, Pyk2 FERM NanoBiT luminescence; hits give low values; z-score (the deposit names both 25 µM and 10 µM);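 active = Z-score of -3 or lower, scaled per plate to the spread of control and sample wells; inactive = z-score above -3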;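 note: negative z-score means lost luminescence so less FERM oligomerization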
# Target sequence (Q14289 whole entry, looked up): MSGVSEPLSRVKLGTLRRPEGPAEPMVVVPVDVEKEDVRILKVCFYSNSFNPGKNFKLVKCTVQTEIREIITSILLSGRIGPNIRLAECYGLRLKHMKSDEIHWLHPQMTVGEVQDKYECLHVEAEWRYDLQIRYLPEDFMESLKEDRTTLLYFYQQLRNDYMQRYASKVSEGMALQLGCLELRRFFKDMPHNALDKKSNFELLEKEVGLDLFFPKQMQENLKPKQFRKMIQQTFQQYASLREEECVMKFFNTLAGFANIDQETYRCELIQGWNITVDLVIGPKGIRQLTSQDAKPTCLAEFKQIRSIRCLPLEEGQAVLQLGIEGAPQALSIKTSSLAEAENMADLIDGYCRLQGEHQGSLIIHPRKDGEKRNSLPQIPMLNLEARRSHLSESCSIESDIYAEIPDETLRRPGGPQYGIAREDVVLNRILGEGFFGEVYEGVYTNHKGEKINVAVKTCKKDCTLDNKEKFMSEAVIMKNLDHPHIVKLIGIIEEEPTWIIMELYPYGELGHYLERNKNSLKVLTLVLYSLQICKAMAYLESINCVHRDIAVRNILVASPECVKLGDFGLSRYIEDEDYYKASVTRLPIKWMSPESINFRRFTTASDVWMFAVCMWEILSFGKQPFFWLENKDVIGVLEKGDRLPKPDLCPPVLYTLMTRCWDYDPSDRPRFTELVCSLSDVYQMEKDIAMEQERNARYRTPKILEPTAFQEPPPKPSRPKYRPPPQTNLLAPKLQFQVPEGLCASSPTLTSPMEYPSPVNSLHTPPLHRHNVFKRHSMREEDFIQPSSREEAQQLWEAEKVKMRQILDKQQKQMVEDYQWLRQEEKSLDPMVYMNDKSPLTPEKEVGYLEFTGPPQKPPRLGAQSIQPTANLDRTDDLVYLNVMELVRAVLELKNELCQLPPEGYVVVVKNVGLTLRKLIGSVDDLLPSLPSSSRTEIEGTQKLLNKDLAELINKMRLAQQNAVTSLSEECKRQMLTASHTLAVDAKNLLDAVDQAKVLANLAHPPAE
# F-actin modifier = alters cytoskeleton assembly in HUVEC cells; inhibition, % at 2 µM; HUVEC TNFa F-actin phalloidin imaging, high content; AID 836; actives 0.18% (n = 91,000);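 active = inhibition above the batch mean plus 3 SD and confirmed as a hit by visual image inspection, cut at about 30% in these data, passing the limit was not always enough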; note: strong numbers were not always called active
# PTPN22 act = LYP (human) phosphatase activation. AID 697. actives 0.11% (n = 96,000). activation, % at 2 µM. Q9Y2R2. recombinant LYP, DiFMUP fluorescence; 0 = plate median, 100 = signal doubled;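 active = activation at 2 µM above a set limit, the mean plus 5 SD, cut at about 37% in these data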
# PTPN22 inh 2 = inhibitors of human LYP (PTPN22) phosphatase; Q9Y2R2; recombinant LYP catalytic domain, DiFMUP fluorescence; inhibition, % at 2 µM; actives 0.21% (n = 96,000); AID 640;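 active = inhibition at 2 µM at or above a set limit, the screen mean plus 3 SD, cut at about 24% in these data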;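 note: 0% = DMSO with enzyme and 100% = enzyme fully blocked by orthovanadate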
# HUVEC tox TNFa = toxic to HUVEC cells under TNF alpha stimulation; HUVEC TNFalpha-stimulated, Hoechst cell count, imaging; cell count reduction, % at 2 µM; actives 0.17% (n = 93,000);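 active = cell count reduction exceeding the screen mean by over 5 SD, scaled to untreated wells per plate, cut at about 78% in these data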;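 note: cells counted after 24 h of TNF alpha exposure following the 1 h pretreatment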
# VCAM1 TNFa inh = reduces TNF alpha induced VCAM1 expression in HUVEC | HUVEC TNFa-induced VCAM-1 immunofluorescence, high-content imaging | inhibition, % at 2 µM | actives 0.48% (n = 95,000) | AID 802;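 active = inhibition above the batch mean plus 3 SD, with images confirmed as a hit by eye, cut at about 37% in these data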;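 note: 0% = TNF-stimulated DMSO wells and 100% = unstimulated control wells; not every result past the cut was called active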
# ERa SRC1 inh = ER-alpha (human) coactivator binding inhibition | inhibition, % at 25.6 µM | P03372 | actives 1.7% (n = 86,000) | TR-FRET ER-alpha LBD / SRC-1 peptide, estradiol-bound; in the data active = inhibition above about 50%;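 note: 0% = receptor plus peptide control and 100% = peptide only without receptor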
# HUVEC tox IL1B = toxic to HUVEC cells under IL-1B stimulation; HUVEC cell count loss, Hoechst imaging, IL-1B stimulated; AID 845; cell count reduction, % at 2 µM; actives 0.41% (n = 94,000);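 active = cell count reduction more than 3 SD above the screen-wide mean, cut at about 70% in these data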;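 note: normalized per plate to untreated control cells as the no-loss baseline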
# FAK blocker = inhibitors of human focal adhesion kinase. Q05397. biochemical FAK kinase activity assay. inhibition, %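 (tested at 7 µM)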. actives 0.84% (n = 97,000); in the data active = inhibition above about 19%;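 note: 0% = DMSO and 100% = reference compound high control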
# Starred values were filed as active, the others as inactive; . = no result given; [ ] = dose if it differs, or a comment.
SMILES,PTK2B oligo ant,F-actin modifier,PTPN22 act,PTPN22 inh 2,HUVEC tox TNFa,VCAM1 TNFa inh,ERa SRC1 inh,HUVEC tox IL1B,FAK blocker
O=C(CNS(=O)(=O)c1ccc2ccccc2c1)OCC(=O)c1ccc(Br)s1,1.2,-190,2,-6,.,.,.,-6,4
NNC(=O)c1cc2c(s1)CCCCCC2,-0.35,17,-16,18,-15,17,-1,13,4
O=C1CSC(c2ccccc2)N1CC12CC3CC(CC(O)(C3)C1)C2 (configuration not stated),-0.51,-5,-3,1,-13,12,-21,-17,0
Cc1ccc(CN2CCN(/N=C/c3cc(Br)ccc3O)CC2)cc1,1.2,32,-4,6,-9,11,.,-59,2
COc1ccc(CC2S/C(=C(\C#N)C(=O)NCc3ccco3)N(c3ccc(C)cc3)C2=O)cc1 (configuration not stated),-0.4,17,-9,8,42,4,0,6,7
COC(=O)c1cccc(Cn2c(Cl)c(/C=N/NC(=O)c3ccccc3Cl)sc2=O)c1,-1.8,6,-14,14,13,-9,11,6,-2
Cc1ccc(S(=O)(=O)N2CCN(C(=O)c3cc4c(C)nn(-c5ccccc5C)c4s3)CC2)cc1,0.78,7,-2,5,-1,-9,4,8,-1
COC(=O)C(C)N(C(=O)c1ccc(Cl)cc1)c1c(C)cccc1C (configuration not stated),-0.41,5,14,-14,-20,14,-2,7,0
CN(C)c1ccc(NC(=O)CSc2nnc(-c3cccs3)n2Cc2ccco2)cc1,-0.23,-19,-5,7,7,5,4[fluorescence artefact?],-22,3
CCOc1ccccc1-n1nnnc1SCc1nc2ccccc2s1,-1.9,-9,3,-6,32,11,-2,-4,8
O=S(=O)(/N=C(\Nc1ccc(F)cc1)C(F)(F)F)c1ccccc1,0.78,15,-2,6,-10,-1,.,15,-2
CCOC(=O)CSc1ncnc2c1sc1nc(N3CCOCC3)c3c(c12)CCCC3,0.02,-22,-7,7,2,18,41[fluorescence artefact?],-2,1
CC(C)N(C(=O)c1ccc2nc3c4ccccc4c4ccccc4c3nc2c1)C(C)C,.,-1,0,0,-22,-2,-6[fluorescence artefact?],-21,-3
Nc1nnc(SCc2ccccc2F)n1-c1ccccc1,-0.11,-2,16,-19,-10,9,-18,6,1
Cc1cccc(CSc2nncc(=O)[nH]2)c1,1.3,15,4,-2,-24,10,1,-56,-7
N#Cc1c(NCCN)nc(-c2ccccc2)c2c1CCCC2,-0.12,-3,-5,7,-29,-6,-4,-13,3
CCOC(=O)c1c(N)sc(C(=O)N2CCCCCC2)c1C,-0.27,-36,4,-7,17,8,12,-13,-6
CC(Cc1cccs1)NC(=O)NC1CCCCC1 (configuration not stated),0.22,-20,3,-6,-23,13,3[fluorescence artefact?],-8,-3
Clc1ccccc1CN(Cc1ccccc1)c1ncnc2nc[nH]c12,-1.5,-3,0,0,-30,6,-6,-17,6
CCCc1nnc(NC(=O)CN2C(=O)c3ccccc3S2(=O)=O)s1,0.18,-13,5,-8,0,8,.,-14,-4
CC1=Nc2ncnn2C(c2ccccc2)/C1=N\O (configuration not stated),-0.61,-1,-8,7,-2,-7,-11[fluorescence artefact?],4,0
CCNC(=O)CN(c1ccc(OC)c(OC)c1)S(=O)(=O)c1ccccc1,0.08,8,-3,6,-12,12,-3,-1,-6
C[N+](C)(C)CCN(Cc1ccc(Cl)cc1)c1ccccn1,0.34,-8,0,3,5,14,-9,-10,-1
Cc1cccc(Oc2ncc(-c3ccc(Cl)cc3)cn2)c1C,-1.7,.,-12,14,-1,-10,.,5,-5
CCCOc1ccccc1C(=O)N(Cc1cccs1)C1CCS(=O)(=O)C1 (configuration not stated),-0.16,-59,20,-22,-10,15,.,-25,-5

# Carrying on.
SMILES,PTK2B oligo ant,F-actin modifier,PTPN22 act,PTPN22 inh 2,HUVEC tox TNFa,VCAM1 TNFa inh,ERa SRC1 inh,HUVEC tox IL1B,FAK blocker
Nc1nc(CN2CCN(Cc3ccccc3)CC2)nc(Nc2ccc3c(c2)OCCO3)n1,-0.27,17,4,-5,-9,18,4,-11,-4
CC(C)c1ccc(N(C(=O)c2csnn2)C(C(=O)NC(C)(C)C)c2ccncc2)cc1 (configuration not stated),-0.53,-34,1,2,14,6,.,17,5
CN1CCN(S(=O)(=O)c2ccc(N3CCN(S(=O)(=O)c4cccs4)CC3)nc2)CC1,-0.47,4,-2,0,6,13,.,-1,-9
CCOc1ccc(N2C(=O)CC(Sc3ncccn3)C2=O)cc1 (configuration not stated),-0.11,19,4,-2,-10,1,-8,-62,1
O=C(CCN1C(=O)C2C3C=CC(C3)C2C1=O)Nc1c(F)cccc1F (configuration not stated),0.2,-46,4,-7,94*,60,-2[fluorescence artefact?],-21,5
CCOc1ccc(NC(=O)c2ccc(OC)cc2)cc1,0.68,-17,-5,8,-8,-3,-3,-23,2
Cc1sc(NC(=O)Cn2nc(C(F)(F)F)cc2C)c(C(=O)OC(C)C)c1C,1.3,-9,8,-5,6,13,.,-1,-4
COC(=O)NCCOc1cc(C)ccc1C,1.2,1,-7,2,-22,-10,-18,-36,-2
COC1(OC)N=C(N)C2(C#N)C(c3ccc(C)cc3)C12C#N (configuration not stated),-0.16,-22,11,-12,-29,-6,4[fluorescence artefact?],8,2
O=S(=O)(NC1CC1)c1ccc(S(=O)(=O)N2CCCc3ccccc32)cc1,-1.1,21,4,-7,-25,14,-3[fluorescence artefact?],-30,-2
CCOC(=O)CSc1nc2sc3c(c2c(=O)[nH]1)CC(C)(CC)OC3 (configuration not stated),0.17,.,0,2,3,0,-7,2,1
Cc1ccc(NC(=O)CN(C)C(=O)CSc2n[nH]c(N)n2)cc1,0.83,20,-5,2,-17,23,-5,-19,0
Nc1[nH]n2c(=O)c3c(nc2c1N=Nc1ccc(Cl)cc1)CCCC3,-0.4,4,-8,10,-21,-12,.,0,5
CN1CCN(S(=O)(=O)c2ccc(N(C)CC(=O)Nc3ccc(F)cc3)nc2)CC1,.,.,-2,0,.,.,-6,-16,-4
O=C(CN1C2=NCCN2c2ccccc21)N1CCOCC1,.,-10,-8,10,-11,6,-2,-51,2
Cc1cc(NC(=O)Nc2cccc(C(F)(F)F)c2)no1,-0.91,0,6,-5,-29,-6,-11,-2,3
CC(C)CNS(=O)(=O)c1ccccc1C(=O)N1CCCCC1,0.09,-22,0,-2,-7,5,-5,-38,-4
Cc1ccccc1N1C(=O)C(Cl)=C(N2CCN(c3ccccc3)CC2)C1=O,-1.8,5,6,-6,2,-4,5,18,3
O=C(N/N=C/c1cccs1)c1cccc2cc[nH]c12,0.61,.,-6,6,.,.,.,-16,3
CC/C(=N\NC(=O)c1ccc(-c2ccccc2)cc1)C12CC3CC(CC(C3)C1)C2,-0.56,17,-14,12,-11,-12,.,-20,-3
COc1ccc(-n2c(CNc3ccc(C)cc3)nnc2SCC(=O)Nc2nc(-c3ccccc3)cs2)cc1,0,-13,-5,7,13,13,.,-48,-8
Cc1cc(N2CCOCC2)nc2ccc(NC(=O)CCC(=O)N3CCCCC3)cc12,-0.46,-4,38*,-42,-2,-15,.,-10,3
Cc1cc(NC(=O)c2cccc(C(=O)Nc3cc(C)on3)n2)no1,0.42,-6,-2,-1,-3,33,16[fluorescence artefact?],22,7
COc1ccc(-n2c3c(cc(C(=O)NC4CCSC4=O)c2=O)C(=O)CC(C)(C)C3)cc1 (configuration not stated),0.57,20,2,-5,-9,-10,2,0,1
CCN(CC)C(=O)c1ccc(S(=O)(=O)NCc2cccnc2)cc1,1.3,2,-5,5,-19,-11,-5,.,1

# (cont.)
SMILES,PTK2B oligo ant,F-actin modifier,PTPN22 act,PTPN22 inh 2,HUVEC tox TNFa,VCAM1 TNFa inh,ERa SRC1 inh,HUVEC tox IL1B,FAK blocker
CCOC(=O)N1CCN(C(=O)c2ccc(OC)c(OC)c2)CC1,0.17,-11,19,-17,1,2,-5,19,-1
O=C(CN(Cc1ccc(F)cc1)C(=O)C1CSC(=O)C1)NC1CCCCC1 (configuration not stated),0.88,12,5,-8,-16,5,.,-7,-1
c1ccc(Oc2cccc(OCCCCSc3ncccn3)c2)cc1,-3.3*,1,2,1,2,-23,-2,10,0
COc1cc(/C=C2/C(=O)ON=C2C)ccc1OCc1ccccc1F,-0.06,11,6,-4,-20,14,.,-19,-2
COc1cc(OC)cc(C(=O)N2CCC(N3CCCCCC3)CC2)c1,0.19,-3,1,-9,-13,17,1,-2,0
Cn1c(CN2CCN(c3cccc(Cl)c3)CC2)nc2ccccc21,-0.09,17,-10,10,0,20,-1,8,1
CCOC(=O)Cc1csc(SCc2nc3sc4c(c3c(=O)[nH]2)CCC4)n1,-0.12,8,-10,11,-24,1,3,-23,-1
CCOC(=O)Nc1sc2c(c1C#N)CCCC2,-0.59,-5,7,-8,10,-5,2,-4,1
CCc1ccc2nc(SCC(=O)N(CC)CC)c(C#N)cc2c1,-0.95,6,12,-13,28,-15,-2,-14,41*
CCOC(=O)c1ccc(N2C(=O)C=CC2=O)cc1,0.06,.,4,-8,-13,-13,1,1,1
Cc1ccc(-c2nc(C3CCCN(S(=O)(=O)c4ccc(C(C)(C)C)cc4)C3)no2)cc1 (configuration not stated),.,8,1,-3,-6,-5,.,-16,-2
N#Cc1ccc2ccn(CC(=O)N3CCCc4ccccc43)c2c1,-0.57,-10,4,-7,-1,9,-7,0,1
c1ccc(-c2nnc(Cn3c4ccccc4c4nc5ccccc5nc43)o2)cc1,0.25,-1,-5,5,-24,11,7,-14,0
CN(C)C(=O)N1CCC(C(=O)NCc2ccc3c(c2)OCO3)CC1,0,16,-2,4,-12,-19,-5,-15,-2
Cn1c(=O)cc(SCC(=O)NCCCN2CCOCC2)c2ccccc21,0.1,5,-9,7,-1,22,6[fluorescence artefact?],0,-2
Cc1nn(Cc2ccccc2)c(C)c1NC(=O)CSc1nc2sc3c(c2c(=O)n1C)CCC3,.,53,3,-5,-23,2,9[fluorescence artefact?],-6,-1
Cc1ccc(NC(=O)N(CCCN2CCOCC2)Cc2cccnc2)cc1C,.,1,3,-6,-28,8,-10,14,-1
CCN(C(=O)Cn1c(=O)oc2ccccc21)c1cccc(C(F)(F)F)c1,0.27,16,0,-1,-3,-14,.,-11,1
Cc1ccnc(NS(=O)(=O)c2ccc(N=CC3=C(O)CC(C)(C)CC3=O)cc2)n1,-0.07,10,-6,6,21,-20,-14,19,0
CCOc1ccc(C2c3c(oc4cc(C)c(C)cc4c3=O)C(=O)N2CCCN2CCOCC2)cc1 (configuration not stated),.,0,-8,4,-6,5,-2,2,1
CC1(C)Cc2ccccc2-c2nnc(-c3ccc4ccccc4n3)n21,-1.3,-12,-8,9,-13,-16,6,-2,0
Cn1c(=O)c2c(nc(N3CCNCC3)n2Cc2cccc3ccccc23)n(C)c1=O,0.27,1,-3,1,-11,4,3,-20,0
O=C(CC(NS(=O)(=O)c1ccc(Cl)cc1)c1ccco1)NCc1cccnc1 (configuration not stated),0.1,-12,3,-6,-15,-14,0,-29,-1
Cc1cccc(/C=C/C(=O)c2cc(Br)ccc(=O)c2O)c1,0.54,0,1,-4,-25,-3,.,5,-4
COc1ccccc1N1CCN(C(c2ccc(C)cc2)c2nnnn2C(C)C)CC1 (configuration not stated),-1.5,-20,-1,1,-9,11,-10,23,-6
CCOC(=O)CN1C(=O)C2Cc3ccccc3CN2C1=S (configuration not stated),-0.84,-1,-3,7,-42,-45,.,-61,1
Cc1ccc(-c2nc3cccnc3s2)cc1NC(=O)c1ccco1,-0.03,-10,5,-11,10,17,14,-57,6
Cc1ccc2nc(-c3cccc(N)c3)[nH]c2c1,-0.99,-14,16,-17,-4,5,2,-43,3

# Not a retest: 3 of the compounds above.
SMILES,PTK2B oligo ant,F-actin modifier,PTPN22 act,PTPN22 inh 2,HUVEC tox TNFa,VCAM1 TNFa inh,ERa SRC1 inh,HUVEC tox IL1B,FAK blocker
COc1ccccc1N1CCN(C(c2ccc(C)cc2)c2nnnn2C(C)C)CC1 (configuration not stated),-1.5,-20,-1,1,-9,11,-10,23,-6
CCOC(=O)CN1C(=O)C2Cc3ccccc3CN2C1=S (configuration not stated),-0.84,-1,-3,7,-42,-45,.,-61,1
Cc1ccc(-c2nc3cccnc3s2)cc1NC(=O)c1ccco1,-0.03,-10,5,-11,10,17,14,-57,6
